IMPase Li inh: qHTS Assay for Identifying the Cell-Membrane Permeable IMPase Inhibitors: Potentiation with Lithium; CHO-M1 cells, IP1 TR-FRET (IP-One), carbachol + lithium; Potency, µM (series often up to 59.4 µM), without a hit: at the highest dose activity, negative = IMPase inhibition, most hits filed as inhibitors; 210,000 tested, 0.35% active; AID 1457, 2008;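 also: IP1 builds up when IMPase is blocked and the TR-FRET signal falls; potency is read from the fitted curve at half-maximal effect; plate controls were basal vehicle for no effect and high inhibitor control for full effect; nearly all actives have a fitted effect of over 50% in size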
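CHO cells stably expressing M1 receptor (2000/well, cultured 16–30 h) treated 30 min at 37C with compound plus low lithium. Cytosolic IP1 by TR-FRET (665/620 ratio and 620 channel) after 10 min lysis; AC50 by Hill fit.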
Epigenetic derep: Quantitative High-Throughput Screen for Regulators of Epigenetic Control; Potency, µM (doses to about 53.9 µM), inactives show at the highest dose GFP activation, hits mostly activators; murine LDR cells, GFP reporter derepression, 30 h; AID 1865, 2009; 280,000 tested, 0.2% active; also: potency is read from the fitted curve at half-maximal effect; % of control where 0% means no effect; nearly all actives have a fitted effect of over 60% in size
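GFP-positive cell count by laser-scanning cytometry (objects 20–120 um) after 30 h, 37 C compound exposure of murine LDR cells; reporter is CMV-GFP integrated at a silenced locus, inducible by HDAC or DNMT inhibitors.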
HttQ103 aggreg: qHTS Multiplex Assay to Identify Dual Action Probes in a Cell Model of Huntington: Aggregate Formation (GFP); PC12 HttQ103-GFP aggregates, Acumen cytometry, 40 h; Potency, µM (series often up to 46.1 µM), for inactives: top-dose activity change, negative = inhibition, hits mostly inhibitors; 220,000 tested, 1.1% active; AID 1688, 2009; also: potency is read from the fitted curve at half-maximal effect; % is scaled to controls: 0 for no effect and ±100 for the full control effect; nearly all actives have a fitted effect of over 60% in size
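Using laser scanning cytometry, GFP-positive aggregates were counted after lysis of PC12 cells induced with 100 nM tebufenozide to express HTT exon 1 Q103–GFP. Compounds were tested in titration.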
NPSR antagonist: qHTS Assay for Antagonists of the Neuropeptide S Receptor: cAMP Signal Transduction | Potency, µM (doses to about 38.3 µM), for the others: top-dose activity change, negative = inhibition, hits mostly inhibitors | 220,000 tested, 1% active | Q6W5P4 | CHO-NPSR cells, cAMP TR-FRET, antagonist mode; also: potency is read from the fitted curve at half-maximal effect; % is scaled to controls: 0 for no effect and ±100 for the full control effect; nearly all actives have a fitted effect of over 50% in size; many of its hits are not listed in these tables
Target sequence (Q6W5P4 whole entry, looked up): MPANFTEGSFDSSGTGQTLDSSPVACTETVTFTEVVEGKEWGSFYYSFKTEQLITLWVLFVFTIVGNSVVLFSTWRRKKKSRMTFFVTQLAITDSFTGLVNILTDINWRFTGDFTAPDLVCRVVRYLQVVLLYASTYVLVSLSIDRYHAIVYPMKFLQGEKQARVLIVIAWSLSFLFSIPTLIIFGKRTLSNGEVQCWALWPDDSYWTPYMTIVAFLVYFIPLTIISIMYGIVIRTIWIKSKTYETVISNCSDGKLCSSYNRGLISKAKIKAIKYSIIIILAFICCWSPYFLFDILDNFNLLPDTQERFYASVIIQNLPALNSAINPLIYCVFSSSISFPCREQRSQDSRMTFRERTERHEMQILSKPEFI
LMNA splice mod: qHTS Assay for Modulators of Lamin A Splicing; 200,000 tested, 0.01% active; Potency, µM (highest dose often 46.1 µM), without a hit: at the highest dose ratio change, negative = inhibition, usual class: inhibitors; AID 1487, 2009; HeLa LMNA splicing GFP/RFP minigene ratio, 48 h; active = well fitted inhibition curve with a large enough effect in the signal ratio, with a control signal flat, not every such curve was filed as active; inconclusive = small, poorly fitted or top-dose-only effect, or effect the other way, or a change in a side signal; the % refers to the signal ratio; also: potency is read from the fitted curve at half-maximal effect; % is scaled to controls: 0 for no effect and ±100 for the full control effect
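S3 HeLa stable clones carrying a lamin A-EGFP splicing minigene plus DsRed2 were seeded at 600 cells/well in Opti-MEM with 2% FBS, pin-dosed and incubated 48 h at 37°C. Acumen cytometry (488 nm) gave the GFP/RFP total-intensity ratio.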
KinaseGlo FLuc: Counterscreen for Luciferase (Kinase-Glo TM) Inhibition | Luciferin 4-monooxygenase (Photuris pensylvanica), Q27757 | Kinase-Glo luciferase, ATP luminescence, 8 min | Potency, µM (doses to about 38.3 µM), for inactives: at the top dose activity change, negative = inhibition, hits mostly inhibitors | 200,000 tested, 0.28% active; also: potency is read from the fitted curve at half-maximal effect; % is scaled to controls: 0 for no effect and ±100 for the full control effect; nearly all actives have a fitted effect of over 60% in size
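Recombinant Kinase-Glo luciferase, 10 uM ATP (linear range), luciferin; imidazole pH 7.2 / KCl / MgCl2 / Tween / BSA buffer; 8 min RT; luminescence.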
CBFb-RUNX1 inh: qHTS Assay for Compounds Blocking the Interaction Between CBF-beta and RUNX1 for the Treatment of Acute Myeloid Leukemia | Runt-related transcription factor 1 (Homo sapiens) + Core-binding factor subunit beta … | AlphaScreen CBFb-His/RUNX1-biotin binding, biochemical | Potency, µM (series often up to 59.8 µM), inactives show top-dose activity, negative = inhibition, actives largely listed as inhibitors | 230,000 tested, under 10 active | AID 1477, 2009; also: % of control where 0% means no effect
Target sequence (Q01196 whole entry, looked up): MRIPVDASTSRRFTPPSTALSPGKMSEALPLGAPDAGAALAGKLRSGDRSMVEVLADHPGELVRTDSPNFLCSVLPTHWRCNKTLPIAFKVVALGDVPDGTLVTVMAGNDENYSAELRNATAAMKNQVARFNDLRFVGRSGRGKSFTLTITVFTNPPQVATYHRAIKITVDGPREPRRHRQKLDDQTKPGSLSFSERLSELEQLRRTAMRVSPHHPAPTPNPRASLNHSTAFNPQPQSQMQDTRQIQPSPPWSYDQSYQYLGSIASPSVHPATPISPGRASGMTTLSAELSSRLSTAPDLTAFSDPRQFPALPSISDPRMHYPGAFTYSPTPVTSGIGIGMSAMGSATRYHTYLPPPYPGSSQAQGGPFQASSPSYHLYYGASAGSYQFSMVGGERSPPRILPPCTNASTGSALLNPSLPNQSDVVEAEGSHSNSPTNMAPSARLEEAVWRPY
Target sequence (Q13951 whole entry, looked up): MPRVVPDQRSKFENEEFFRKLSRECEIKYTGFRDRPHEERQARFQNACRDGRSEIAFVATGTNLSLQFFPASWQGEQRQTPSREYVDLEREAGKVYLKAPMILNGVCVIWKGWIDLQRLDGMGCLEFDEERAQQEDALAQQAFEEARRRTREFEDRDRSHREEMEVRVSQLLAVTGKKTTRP
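CBF-beta (His) and RUNX1 (biotin), 30 nM each; 20 min preassociation; + compound, 15 min; + beads 50 ng each (Ni, streptavidin), 90 min; RT; AlphaScreen read.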
Starred values were filed as active, the others as inactive; ? = inconclusive; . = not tested or not shown; [ ] = remark or other dose. Unless noted, calls follow the shape of the dose curve; as a rule, active = well fitted curve in the direction sought with a large enough effect; inconclusive = small, poorly fitted or top-dose-only effect, or another doubt; inactive = no such curve, though single readings can be large; an effect the other way counts as inactive or inconclusive. A portion of the library. The share of hits here may be higher or lower than overall.

SMILES | IMPase Li inh | Epigenetic derep | HttQ103 aggreg | NPSR antagonist | LMNA splice mod | KinaseGlo FLuc | CBFb-RUNX1 inh
CC(=O)Oc1ccc2c(=O)c(Oc3ccccc3[N+](=O)[O-])coc2c1 | 1% | 7.1% | 0% | -15% | 4% | 1% | 3%
COc1ccc(S(=O)(=O)N(C)c2ccc(C(=O)NCCC(C)C)cc2)cc1 | 22%[38.3 µM] | 0.0% | -7% | -19%[46.1 µM] | -2% | -2% | -11%
O=c1cc(O)nc2n1CCCS2 | 0%[38.3 µM] | -1.1% | -1% | 0%[46.1 µM] | 10% | -2% | 3%
COc1cc(C(=O)N2CCC(NC(=O)C(Cc3ccccc3C)NC(C)=O)CC2)cc(OC)c1OC (configuration not stated) | -2%[38.3 µM] | -2.3% | -1% | -19%[46.1 µM] | 6% | -1% | -2%
C#CCCCCCCC#CCN(C)C | 1% | -1.0% | 2% | 6% | 3% | 3% | 0%
Cc1ccc(Cl)cc1NC(=O)C1CCCN(S(=O)(=O)c2c(C)noc2C)C1 (configuration not stated) | 11%[38.3 µM] | -0.6% | 4% | -10%[46.1 µM] | 9% | -2% | 3%
CC(=O)Nc1nc(NC(=O)/C=C/c2ccccc2)n(-c2ccccc2)n1 | 4% | 4.4% | -5% | 8% | ? | 3% | 4%
COc1ccccc1/C=N/Nc1nc(C)cc(C)n1 | . | 1.1% | 2%[9.22 µM] | 29% | . | . | 3%
O=C(Cn1nnc2ccccc2c1=O)Nc1cc(C(F)(F)F)ccc1N1CCOCC1 | . | -7.0% | 18% | -12%[46.1 µM] | 1% | . | 4%
COCC(=O)Nc1ccc(C(N)=O)cc1 | -6%[38.3 µM] | -6.7% | 10% | 0%[46.1 µM] | -5% | 2% | -5%
CN1c2ccsc2C(=O)/C(=C\Nc2cccc(C(F)(F)F)c2)S1(=O)=O | . | -0.4% | 3%[9.22 µM] | 4%[7.67 µM] | . | . | 6%
CC1=NN(c2ccccc2)C(=O)/C1=C/c1cn(C)c2ccccc12 | . | -0.4% | -10%[9.22 µM] | 31% | . | . | ?
O=C(CCn1cccc1)Nc1cccc(F)c1 | -5%[38.3 µM] | -1.1% | 12% | -15%[46.1 µM] | 0% | 2% | -8%
CCN(CC)S(=O)(=O)c1cc(NC(=O)COC(=O)c2ccc(NC(=O)CC#N)cc2)ccc1C | -7% | 0.1% | -9% | 1% | 22%[46 µM] | 1% | 5%
Cc1ccc(C(=O)N/C(=C\c2cn(-c3ccccc3)nc2-c2ccccc2)C(=O)N2CCOCC2)cc1 | 2%[38.3 µM] | 1.1% | -12% | -16%[46.1 µM] | 12% | -1% | -2%
Cc1c2cnn(CC(=O)Nc3cccc(C(F)(F)F)c3)c(=O)c2c(C)n1Cc1ccccc1F | -18% | 0.0% | 1% | -3%[46.1 µM] | -8% | 0% | 2%
NNC(=O)CCc1ccc(S(=O)(=O)N2CCOCC2)cc1 | -4% | -0.2% | 2% | 27% | . | . | -3%
Cc1ccc(Nc2cc(-n3cccn3)ncn2)c(C)c1 | 21%[38.3 µM] | 5.2% | 2%[9.22 µM] | -17%[46.1 µM] | 1% | 1% | -1%
COc1ccccc1NC(=O)/C(C#N)=C/c1cc([N+](=O)[O-])ccc1N1CCCC1 | 7% | ? | 16% | 1% | -4% | 1% | -1%
Cc1ccc(CSc2nc3ccccc3c(=O)n2CCCC(=O)NCc2ccco2)cc1 | 3%[38.3 µM] | -0.1% | 0% | 1%[46.1 µM] | 5% | 0% | 0%
Cc1nnc(SCC(N)=O)n1CC1CCCO1 (configuration not stated) | 21%[38.3 µM] | -1.0% | -6% | 5%[46.1 µM] | -2% | -1% | 1%
COc1cc(CNc2ccccc2SC)ccc1O | -24%[38.3 µM] | 6.6% | 2% | -10%[46.1 µM] | 10% | -2% | -16%
COc1cc(OC)c(OC)cc1CN1CCc2ccccc2C1 | -3%[38.3 µM] | -0.2% | 14% | -3%[46.1 µM] | -7% | -2% | -5%
COCc1cc(C)nc2sc3c(=O)oc(C)nc3c12 | -5%[38.3 µM] | -2.2% | -4% | 0%[46.1 µM] | 1% | -1% | -1%
CCOc1ccccc1C(=O)Nc1ccccc1-c1ccccc1 | 8% | 0.0% | -18% | -36% | -3% | -1% | 21%
Nc1cccc(Nc2ccccc2)c1 | 2% | 3.2% | -6%[9.22 µM] | -7% | ? | 3% | ?
O=C(c1cccs1)N1CCOCC1 | -6%[38.3 µM] | -1.0% | 1% | 10%[46.1 µM] | 0% | 2% | 3%
O=C(CN1C(=O)NC2(CCCCC2)C1=O)Nc1ccc(F)cc1 | 1% | 0.9% | -9% | 8% | 11%[46 µM] | 0% | 2%
CC(NC(=O)COC(=O)c1cc(Cl)nc(Cl)c1)c1ccccc1 (configuration not stated) | 2% | -0.1% | 9% | 9% | . | 0% | 9%
COC(=O)c1ccc(C)c(NC(=O)CCSc2ccc(Cl)cc2)c1 | 13%[38.3 µM] | -1.2% | 10% | -11%[46.1 µM] | 45% | -2% | -2%
CC1CCN(c2ncnc3nc[nH]c23)CC1 | 28%[38.3 µM] | -0.8% | -32% | -1%[46.1 µM] | -22% | -2% | 9%
C#CCN(C(=O)CC1C(=O)NCCN1C/C=C/c1ccccc1)C1CCCCC1 (configuration not stated) | 13% | 1.1% | -4%[9.22 µM] | -8% | . | 1% | 6%
Cc1nc([N+](=O)[O-])c(Sc2nc3ccccc3n2C)n1Cc1ccccc1 | 5% | -1.8% | 10µM* | -23% | ? | 2% | 1%
CNC(=O)CN(c1cc(OCCOC)c(Cl)cc1Cl)S(=O)(=O)c1ccccc1 | -3% | -0.4% | -21% | -4% | ? | 1% | 12%
Nc1cc(=O)[nH]c(=O)n1-c1ccc(Cl)cc1 | . | 0.1% | -27%[9.22 µM] | 12% | . | . | 2%
Clc1cccc2sc(N3CCN(c4ccccc4)CC3)nc12 | 7% | 2.3% | 15% | -5% | ? | -1% | 10%
Cc1cc(Cl)ccc1OCC(=O)NCc1ccncc1 | -8%[38.3 µM] | 4.7% | -21% | 3%[46.1 µM] | 4% | -6% | -1%
O=C(N/N=C(\Cc1ncc[nH]1)c1ccccc1)c1ccccc1 | -5% | 0.0% | 7% | 7% | . | 8% | -2%
O=C(NCc1ccco1)c1cccc2ccccc12 | -15%[38.3 µM] | 0.0% | -15% | -15%[46.1 µM] | 1% | 11% | 0%
O=C(NC(=S)Nc1cccc([N+](=O)[O-])c1)c1ccccc1 | . | 2.0% | 2%[9.22 µM] | -5% | . | . | -7%
CCOC(=O)C1(C)NC(c2ccc(OC)cc2OC)C2C(=O)N(c3cccc(OC)c3)C(=O)C21 (configuration not stated) | 1%[38.3 µM] | 0.8% | 17% | -5%[46.1 µM] | -3% | -2% | -3%
CCOC(=O)N1CCC(NC(=O)c2cc(C(=O)NC3CCCC3)ccc2CO)CC1 | 24%[38.3 µM] | -0.8% | -4% | 0%[46.1 µM] | -17% | 3% | 4%
O=C(Cn1ncc(N2CCCC2)c(Cl)c1=O)c1ccc(Cl)cc1 | 11% | -0.3% | 16% | -12% | -1%[46 µM] | 4% | 11%
O=C(O)CSCC(=O)Nc1ccc(C(F)(F)F)cc1 | -3% | -3.5% | 10% | -29% | . | 3% | -1%
COc1cc([N+](=O)[O-])cc(/C=N/NC(=O)CSc2nnc(-c3ccccc3)n2C)c1O | . | -1.8% | -18%[9.22 µM] | -1% | . | . | 5%
O=Cc1c[nH]c2ccc(S(=O)(=O)N3CCOCC3)cc12 | -12% | 0.1% | 13% | 12% | 1% | 6% | 4%
COC(=O)C1C2C=CC(C3CC23)C1C(=O)OCC(=O)c1ccc(OC)cc1 (configuration not stated) | 26%[38.3 µM] | -0.7% | ? | -7%[46.1 µM] | -11% | -1% | 4%
COC(=O)c1ccccc1OCC(=O)N1CCN(c2ccc(F)cc2)CC1 | -1%[38.3 µM] | -1.3% | 3% | -13%[46.1 µM] | 3% | 1% | 3%
CCCCCCc1nnc(NC(=O)OCC)s1 | 3%[38.3 µM] | 0.8% | -1% | ? | -4% | -7% | 0%
CCOC(=O)C1=C(C)Nc2[nH]c(=O)[nH]c(=O)c2C1c1cccs1 (configuration not stated) | 3% | 1.4% | 17% | 9% | 2% | 2% | 3%[2.36 µM]
CC(=O)c1ccc(NC(=S)N2CCCC(CO)C2)cc1 (configuration not stated) | 5% | 0.0% | 25% | 10% | -5% | 4% | 0%
CC(C(=O)Nc1cc([N+](=O)[O-])ccc1Cl)N1CCN(c2ccc(O)cc2)CC1 (configuration not stated) | 14% | 0.0% | 32% | -17% | ? | 2% | .
CCCC(=O)c1ccc(N2CCN(C(=O)c3ccccc3Br)CC2)c(F)c1 | 45%[activator][38.3 µM] | 1.0% | ? | ? | ? | -5% | 4%
CC(=O)c1c(C)[nH]c(C2=NNC(=NC(C)(C)C)SC2)c1C | 8% | 0.4% | 2% | 0% | ? | 2% | -10%
CCCOP(=O)(c1ccc(N(C)C)cc1)C(Nc1ccccc1)c1ccc(C)cc1 (configuration not stated) | . | 0.0% | 14%[9.22 µM] | ? | . | . | -9%
CCC(=O)N(C1=C(NC)C(=O)c2ccccc2C1=O)C(C)C | -9% | 0.9% | 28µM* | 11% | . | -3% | -4%
O=C(COc1ccc(Cl)cc1)NCCc1ccccn1 | 3% | -1.5% | 18% | 8% | . | 0% | 10%
CCOC(=O)COn1c(=O)c(=O)n(O)c2ccccc21 | . | -7.2% | -5% | ? | 2% | . | 5%

A draw from above in order of heavy-atom count, lowest first.
SMILES | IMPase Li inh | Epigenetic derep | HttQ103 aggreg | NPSR antagonist | LMNA splice mod | KinaseGlo FLuc | CBFb-RUNX1 inh
Cc1cc(Cl)ccc1OCC(=O)NCc1ccncc1 | -8%[38.3 µM] | 4.7% | -21% | 3%[46.1 µM] | 4% | -6% | -1%
O=C(N/N=C(\Cc1ncc[nH]1)c1ccccc1)c1ccccc1 | -5% | 0.0% | 7% | 7% | . | 8% | -2%
COc1cc([N+](=O)[O-])cc(/C=N/NC(=O)CSc2nnc(-c3ccccc3)n2C)c1O | . | -1.8% | -18%[9.22 µM] | -1% | . | . | 5%
